# Screening data: PubChem BioAssay, several laboratories
# hgDAF-12 ag = activates the H. glycines DAF-12 receptor ligand-binding domain. activation, % at 6.8 µM. HEK293 GAL4-hgDAF12 UAS-luciferase reporter, agonist luminescence; normalized to butyrate control. 370,000 tested, 1.8% active. AID 687014;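 active means activation above a cutoff set at the mean of all screened compounds plus 3 SD, cut at about 10% in these data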;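 further: 0% = DMSO wells and 100% = sodium butyrate wells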
# Rev-erbA mod = Rev-erb alpha (human) modulation; activity, % at 10 µM; 370,000 tested, 0.79% active; P20393; Rev-erbα–FITC-DNA binding, fluorescence polarization, 90 min; AID 1259318;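 active means activity above about 14%, limit read from the data; passing the limit was not always enough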;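 further: 0% = DMSO wells with 35 nM protein and 100% = DMSO wells with 750 nM protein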
# Target sequence (P20393 whole entry, looked up): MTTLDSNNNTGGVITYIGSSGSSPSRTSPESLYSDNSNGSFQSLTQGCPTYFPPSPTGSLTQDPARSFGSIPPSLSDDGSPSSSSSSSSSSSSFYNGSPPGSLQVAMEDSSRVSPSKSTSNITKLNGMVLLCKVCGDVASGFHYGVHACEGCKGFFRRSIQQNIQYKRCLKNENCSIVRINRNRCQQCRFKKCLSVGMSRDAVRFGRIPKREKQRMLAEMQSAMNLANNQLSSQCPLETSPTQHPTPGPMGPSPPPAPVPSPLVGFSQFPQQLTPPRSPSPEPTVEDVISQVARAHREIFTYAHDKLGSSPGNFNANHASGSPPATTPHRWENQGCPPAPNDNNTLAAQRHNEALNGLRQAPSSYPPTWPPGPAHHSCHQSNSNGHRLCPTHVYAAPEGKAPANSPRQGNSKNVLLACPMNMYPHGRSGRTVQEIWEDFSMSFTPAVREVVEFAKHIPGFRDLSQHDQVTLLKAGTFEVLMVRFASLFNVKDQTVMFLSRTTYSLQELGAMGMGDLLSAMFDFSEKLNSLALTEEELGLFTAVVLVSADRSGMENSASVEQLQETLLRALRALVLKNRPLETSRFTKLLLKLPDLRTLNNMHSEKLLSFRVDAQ
# ADAM17 inh = inhibitors of human ADAM17; recombinant ADAM17, EDANS/DABCYL FRET peptide cleavage; inhibition, % at 6.95 µM; 370,000 tested, 0.83% active; AID 720648;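 active means inhibition above the mean of compounds lying between control limits plus 3 SD, set per campaign, cut at about 8.5% in these data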;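 further: 0% = DMSO-only wells as the low control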
# SMARCA2 act = SMARCA2 function activation, primary screen; MG213 cells, MMTV-luciferase reporter, dexamethasone, overnight; activation, % at 9.1 µM; 370,000 tested, 1% active; AID 652017; in the data active means activation above about 7.8%;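 further: 0% = vehicle wells and 100% = reference activator wells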
# DAX1 inh-1 = inhibitors of human orphan nuclear receptor DAX1 (NR0B1); AID 504766; 340,000 tested, 0.99% active; HEK293 Gal4-DAX1 luciferase reporter, luminescence; inhibition, % at 6.75 µM; P51843;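 active means inhibition above the mean over all tested compounds plus 3 SD, cut at about 4.2% in these data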;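 further: 0% = DAX1-transfected cells with DMSO and 100% = empty-vector control cells with DMSO; inhibition shows as a rise in luminescence from relieved DAX1 repression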
# PLC-gamma1 inh = inhibitors of human phospholipase C gamma1. P19174. purified PLC-gamma1, fluorogenic substrate, fluorescence. inhibition, % at 12.2 µM. 370,000 tested, 0.84% active. AID 720700; in the data active means inhibition above about 9.5%
# MBD2 DNA inh = inhibitors of human MBD2 binding to methylated oligonucleotide. TR-FRET. inhibition, % at 4.4 µM. 370,000 tested, 0.31% active; in the data active means inhibition above about 13%
# Target sequence (Q9UBB5 whole entry, looked up): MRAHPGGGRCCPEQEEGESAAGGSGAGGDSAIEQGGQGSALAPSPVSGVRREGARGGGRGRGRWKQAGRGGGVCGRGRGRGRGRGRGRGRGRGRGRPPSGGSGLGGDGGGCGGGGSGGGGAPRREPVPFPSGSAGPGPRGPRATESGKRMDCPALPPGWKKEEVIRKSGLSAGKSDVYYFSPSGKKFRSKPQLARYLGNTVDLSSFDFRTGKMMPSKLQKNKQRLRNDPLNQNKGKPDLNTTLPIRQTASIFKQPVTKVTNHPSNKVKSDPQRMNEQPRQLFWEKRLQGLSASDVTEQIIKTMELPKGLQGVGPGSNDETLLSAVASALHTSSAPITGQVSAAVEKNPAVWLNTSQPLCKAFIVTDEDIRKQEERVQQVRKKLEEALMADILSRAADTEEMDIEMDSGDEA
# PLCb3 inh = blocks human PLC-beta3 enzyme activity | Purified PLC-beta3, fluorogenic substrate, fluorescence | 370,000 tested, 0.18% active | Q01970 | inhibition, % at 12.2 µM; in the data active means inhibition above about 11%;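 further: 0% = median of compound wells on plate and 100% = full blocker control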
# DAX1 inh-2 = blocks DAX1 repression of SF-1 activated StAR promoter; AID 652010; HEK293T StAR-luciferase reporter, SF-1/DAX-1 repression relief; inhibition, % at 6.8 µM; 370,000 tested, 1.1% active;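 active means inhibition above the mean over all tested compounds plus 3 SD, cut at about 3.6% in these data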;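 further: 0% = DAX-1 cells with DMSO and 100% = cells lacking DAX-1 with DMSO; higher inhibition means more luminescence from relief of DAX-1 repression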
# hcDAF12 agonist = activators of H. contortus DAF-12 nuclear receptor; HEK293 hcDAF-12 lit1-tk-luc reporter, luminescence; 0% DMSO, 100% Δ7-dafachronic acid; activation, % at 6.8 µM; 370,000 tested, 1.4% active; AID 652067;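 active means activation above the mean of all tested compounds plus 3 SD, cut at about 5.5% in these data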;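 further: 100% = response to 3 µM Δ7-dafachronic acid high control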
# ssDAF-12 act = activates DAF-12 receptor from parasite S. stercoralis. HEK293 ssDAF-12/GRIP1 lit1-tk-luc reporter, luminescence; % of 3 µM dafachronic acid response. 370,000 tested, 1% active. activation, % at 6.8 µM. AID 652126;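 active means activation above the mean over all tested compounds plus 3 SD, cut at about 0.9% in these data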;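 further: 0% = DMSO-only wells and 100% = 3 µM delta7-dafachronic acid wells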
# * hit, by the source's call; i = inactive; nt = no result given.
SMILES,hgDAF-12 ag,Rev-erbA mod,ADAM17 inh,SMARCA2 act,DAX1 inh-1,PLC-gamma1 inh,MBD2 DNA inh,PLCb3 inh,DAX1 inh-2,hcDAF12 agonist,ssDAF-12 act
O=C(Nc1c(C(=O)N2CCCCC2)cnn1-c1ccccc1)c1ccccc1,-0.3,-4.2,-0.6,-2.4,1.1,2.9,1.2,2.3,-0.5,-0.2,-1.4
O=C(COC(=O)c1ccccc1)NC(=O)NC1CCCC1,1.6,2.7,-1.1,-1.6,-0.5,2.8,0.6,-7.0,-0.7,-0.9,-0.9
COc1cccc(/C=C/c2[nH]c(=O)[nH]c(=O)c2[N+](=O)[O-])c1O,1.7,-4.1,0.4,-1.9,0.1,1.2,-0.5,-2.8,-0.1,0.9,-0.8
CC(C)n1nnnc1C1c2ccccc2C(=O)N1CCc1c[nH]c2ccccc12 (centres undefined),5.4,-0.1,-2.4,3.1,nt,-1.5,4.7,-2.5,5.5*,2.5,-0.7
COC(=O)CNc1nc(Cl)nc(NC2CCCCC2)n1,-0.7,-1.4,-4.2,-1.8,1.2,-0.3,4.6,0.9,0.2,-0.6,-0.3
CCOC(=O)c1cccc(NC(=O)CNC(=O)C2CCCCC2)c1,-1.4,1.6,-1.6,-0.3,-1.0,-2.5,-1.4,2.9,0.0,-0.7,-1.4
CCCN1Cc2cccc(C(=O)NCCc3cccc(C)c3)c2C1=O,-1.7,-1.2,-0.4,0.7,0.9,-1.9,0.6,-2.9,-0.3,-2.0,-1.0
CC1(C)CC(=O)C(C=NCc2ccccn2)=C(O)C1,3.0,0.6,-0.3,-2.1,0.1,3.0,6.2,-4.6,-0.1,-1.3,-0.5
NNC(=O)c1nnsc1-c1csnn1,10.5*,-6.5,-10.8,9.1*,4.0,-8.0,-0.8,-4.7,1.9,5.4,0.6
COc1ccccc1NC(=O)C1CCCN(C(=O)NCc2ccccc2)C1 (centres undefined),-0.8,1.3,0.6,0.7,-0.2,0.7,-0.7,-2.3,0.1,-2.4,-0.5
Fc1ccc(NC(=S)Nc2nccs2)cc1,1.4,-1.2,1.1,3.6,0.1,2.1,6.5,1.6,0.5,0.5,-2.1
O=C(O)CCc1nc2cc(Cl)ccc2n(Cc2ccccc2)c1=O,1.8,0.5,-15.1,-1.4,2.5,-7.7,-6.5,-15.9,-0.6,0.2,-2.1
CCC1C(=O)Nc2ccccc2N1C(=O)c1ccc(Cl)nc1 (centres undefined),-3.0,0.3,-1.9,1.6,-0.7,2.4,7.1,1.9,-0.6,0.7,-1.4
CCOC(=O)Cn1c(-c2ccc(OC)cc2)c(-c2ccc(OC)cc2)nnc1=O,-1.2,2.9,-1.0,-0.6,0.8,-19.1,-2.4,-31.7,0.5,-0.2,-1.5
O=C(NCCc1ccc2c(c1)OCCO2)c1ccccc1F,12.2*,3.2,-1.0,-1.3,1.4,1.3,-5.0,3.3,1.0,0.7,-1.3
CC(C)(C)C1=Nn2c(nnc2-c2n[nH]c3c2CCC3)SC1,0.4,2.5,-5.1,-1.4,-0.5,2.0,-4.7,0.5,-0.9,-1.9,-1.2
Clc1ccc(Nc2nc(C3CC3)cs2)cc1,6.1,2.1,-3.6,8.2*,0.4,-18.2,0.4,-20.0,1.5,2.3,-0.1
O=C1OCc2cc(NC(=O)C3CCCO3)ccc21 (centres undefined),3.9,-2.3,-2.4,4.0,-1.0,1.6,1.2,1.8,-0.1,5.8*,-0.9
CC(C)OP(=O)(OC(C)C)C(O)c1ccc2c(c1)OCO2 (centres undefined),-1.4,-5.1,-2.5,-2.9,0.0,3.0,5.1,-1.1,0.6,-1.8,-0.9
O=C(NCc1ccccc1)C(CCc1ccccc1)n1c(=O)c(-c2cc3ccccc3[nH]2)nc2ccccc21 (centres undefined),6.3,-4.1,-70.3,-4.9,nt,i,-2.4,i,-0.7,3.7,0.1
COc1ccc(NC(=O)c2nc(C)c(C3(C)CC(c4ccccc4)=NO3)s2)cc1 (centres undefined),-1.2,2.5,7.6,-3.2,-1.0,-10.4,2.7,-17.0,-1.2,0.2,-1.5
O=C(Nc1ccccc1)N(O)c1ccc(Cl)cc1,5.0,1.1,-1.8,2.8,0.8,1.5,-2.0,4.3,0.5,3.8,1.6*
CSc1ccccc1NC(=O)Nc1ccccc1Cl,-2.3,2.5,-3.4,-2.8,-0.4,1.7,2.0,-6.7,-0.7,0.2,-0.7
COC(=O)c1ccc(C(=S)NCC2(N(C)C)CCCCC2)cc1,3.2,5.4,-0.7,0.0,0.5,-4.2,-8.8,-6.3,0.6,2.3,-0.7
COc1cccc(NC(=O)c2cnn(-c3ccccc3)c2C)c1,17.6*,1.6,-2.0,2.6,0.6,-0.3,-0.2,-5.8,2.8,6.3*,1.2*

# Only PLCb3 inh and hcDAF12 agonist, for some of the entries so far:
SMILES | PLCb3 inh | hcDAF12 agonist
CC(C)n1nnnc1C1c2ccccc2C(=O)N1CCc1c[nH]c2ccccc12 (centres undefined) | -2.5 | 2.5
COc1ccc(NC(=O)c2nc(C)c(C3(C)CC(c4ccccc4)=NO3)s2)cc1 (centres undefined) | -17.0 | 0.2
O=C(COC(=O)c1ccccc1)NC(=O)NC1CCCC1 | -7.0 | -0.9
COc1cccc(NC(=O)c2cnn(-c3ccccc3)c2C)c1 | -5.8 | 6.3*

# The results go on:
SMILES,hgDAF-12 ag,Rev-erbA mod,ADAM17 inh,SMARCA2 act,DAX1 inh-1,PLC-gamma1 inh,MBD2 DNA inh,PLCb3 inh,DAX1 inh-2,hcDAF12 agonist,ssDAF-12 act
Cc1c(C(=O)N2CCOCC2)oc2ccc(Br)cc12,3.1,-8.3,1.8,2.2,0.6,-2.1,-2.4,-8.7,0.4,-1.4,-0.4
CN1CC(c2ccccn2)C2(SC(=S)N(Cc3ccccc3)C2=O)C12C(=O)Nc1ccccc12 (centres undefined),2.8,-3.4,-7.6,-0.2,0.1,-1.1,4.1,0.0,-0.6,-0.3,-1.1
Cc1ccc(CNc2nc(C)c(C(=O)N(C)C)s2)cc1,1.9,0.3,-4.1,3.1,1.9,-0.3,-4.2,-3.8,0.6,-0.2,-0.8
Cc1cc(C)c(C)c(S(=O)(=O)Nc2cccc(-n3cnnn3)c2)c1C,0.1,-4.1,0.4,-3.0,-0.5,0.1,-5.3,-4.2,-0.7,-2.3,-0.9
Cc1nn(C(C)C(=O)NC(C)CCc2ccccc2)c(=O)c2cc3occc3n12 (centres undefined),-0.1,-0.9,0.1,-1.1,0.3,-3.2,-2.4,-8.0,-0.4,-1.8,-1.2
COC(=O)C(C(=O)OC)[C@H]1C=C[C@@H](C(=O)NS(=O)(=O)c2ccc(C)cc2)N(C(C)=O)C1,-1.5,-0.6,0.4,-1.7,nt,80.7*,-0.6,-0.3,-0.1,-1.2,-0.9
O=C(NC1CCCCC1)c1cc(-c2cccc(Cl)c2)on1,1.6,-4.3,5.5,-0.5,0.8,3.7,-2.6,3.9,0.4,-0.1,0.0
CC(C)(C)NC(=O)N1CCN(c2nc(-c3ccccc3)ns2)CC1,3.8,-4.3,1.2,0.1,-1.2,0.9,-4.7,-2.5,0.5,0.7,-0.8
Cc1cc(C)c2cc3c(N)c(C(=O)N4CCc5ccccc5C4)sc3nc2c1,-2.4,-4.6,-92.0,-3.0,-0.9,-143.8,-10.3,-135.4,0.0,0.3,-1.6
CCOc1ccc(C(=O)N2CCCC2)cc1,1.5,-4.4,-0.4,-2.2,-0.8,4.6,-2.8,3.5,-0.2,0.5,-0.9
CCc1nc(SCC(=O)Nc2nc3c(s2)CCCC3)c2ccccc2n1,1.4,-0.1,-2.2,1.2,1.1,1.2,-0.6,2.0,-0.3,4.6,0.3
CCOC(=O)N1CCN(C(=O)COC(=O)c2ccc([N+](=O)[O-])cc2Cl)CC1,2.5,-3.9,-4.5,-2.3,-0.3,1.6,-0.7,-5.7,1.0,0.2,-1.5
CCn1c(SCc2ccccc2)nc2cc(S(N)(=O)=O)ccc21,-0.4,-1.4,0.5,0.7,0.0,1.5,-0.6,-2.2,-0.1,-2.7,-1.2
CCOc1ccc(NC(=O)CCC(=O)c2ccc(-c3ccccc3)cc2)cc1,-0.3,-4.2,-1.6,0.3,0.5,-0.5,0.2,-0.3,0.4,3.3,-1.4
Cn1c(=O)cc(OCC(=O)N2CCN(c3ccc(F)cc3)CC2)c2ccccc21,3.3,9.9,-1.5,-6.1,nt,3.5,2.2,-0.9,1.0,0.2,-1.5
Cc1cc([N+](=O)[O-])c2[nH]c(C(=O)N/N=C/c3ccccc3C(=O)O)c(-c3ccccc3)c2c1,3.5,0.0,-3.9,3.0,0.0,-0.2,-0.2,0.5,-0.3,-1.3,-1.5
CCOC(=O)c1sc(=NC(=O)c2ccc(F)cc2)n(C)c1C,6.6,14.7,0.2,3.2,0.7,0.2,-4.5,-6.5,6.8*,6.0*,0.3
COc1ccccc1NC(=O)COc1ccc(Br)cc1CNCCCN1CCOCC1,-0.4,3.8,-0.5,1.5,0.1,0.0,-4.0,4.7,1.0,0.6,-0.7
COc1ccc(-n2c(C)cc(C(=O)COC(=O)Cn3cnc4ccccc43)c2C)cc1,-2.5,5.0,0.0,-4.5,-1.0,-5.5,-2.5,-2.5,-2.2,-1.5,-1.6
N#Cc1nc(-c2ccccc2)oc1NCc1ccco1,2.2,-1.2,-180.1,-3.1,0.3,-442.1,2.7,i,2.9,-1.4,-1.6
O=C(c1cccc(COc2cccc3ccccc23)c1)N1CCCC1,0.5,nt,-0.3,1.4,-2.5,-1.1,-5.3,-4.0,-0.8,0.0,-0.9
Oc1cccc(/C=N/Nc2cc(N3CCCC3)nc(N3CCCC3)n2)c1,0.6,9.4,-1.1,-4.3,-0.6,-24.3,-0.7,-27.1,-0.1,-2.5,-1.0
Cc1ccccc1/C=N/NC(=O)c1ccc(-n2cnnn2)cc1,2.7,2.4,-2.5,-2.2,0.5,-4.2,-2.7,-3.7,0.4,0.8,-0.9
CC(C)(C)c1ccc(C(=O)CCCSC2=C(C#N)C(c3ccco3)C3=C(CCCC3=O)N2)cc1 (centres undefined),-4.2,5.5,4.7,-2.4,-1.2,-33.4,2.8,-39.3,-0.2,-1.4,-2.0
O=C(CSc1nnc(-c2ccncc2)o1)Oc1ccccc1,1.3,-4.4,-7.5,2.4,0.3,-2.7,-3.7,-4.5,-0.5,-1.0,-0.6
CCc1cc(=O)oc2c(C)c(OCC(=O)N3CC[C@@]4(O)CCCC[C@H]4C3)ccc12,-0.7,2.4,-68.5,1.1,0.5,-11.2,-2.3,-12.3,-0.6,-1.2,-1.2
Cc1cc(NC(=O)Cc2csc(-c3ccccc3)n2)ccc1Br,-0.7,20.0,1.8,-3.3,1.3,4.7,-3.3,3.7,0.4,-2.3,-1.4
O=S(=O)(Nc1ccc(OC(F)(F)F)cc1)c1cccc2nonc12,-1.0,3.2,-4.7,-3.9,0.5,1.6,-1.0,-1.5,-0.2,-1.6,-1.7
CCOc1ccc(Oc2ccc(NC(=O)CSc3nncn3C)cc2)cc1,3.0,1.3,-3.3,0.7,-2.0,-1.7,9.3,-6.1,-1.4,-0.5,-1.0
COc1ccc(C(=O)NCCCN2CCCC2=O)cc1,2.5,4.4,1.4,8.0*,1.2,2.1,-4.6,4.1,-0.5,0.1,-1.1
